NCI-60 one-dose screen, 48 h, at 10 µM unless noted. Numbers give growth in % (100 = growth as untreated, 0 = no growth, -100 = all killed).
OVCAR-8: OVCAR-8 ovarian cancer; 4.4% of 81,000 active; AID 1794782
OVCAR-3: OVCAR-3 ovarian cancer. 7% of 79,000 active
A498: A498 renal cancer cells; 5.4% of 76,000 active; AID 1794774
IGROV1: IGROV1 ovarian cancer. 4.7% of 79,000 active
ACHN: ACHN renal cancer. 4.9% of 81,000 active
OVCAR-4: OVCAR-4 ovarian cancer cells; 3.7% of 80,000 active; AID 1794784
RXF 393: RXF 393 renal cancer cells. 6.9% of 77,000 active. AID 1794773
OVCAR-5: OVCAR-5 ovarian cancer; 2.9% of 82,000 active; AID 1794783
SK-OV-3: SK-OV-3 ovarian cancer cells; 3.2% of 80,000 active; AID 1794785
Numbers without * were called inactive; & = joins results of further samples. Rule for the calls: active = growth percent below 10; inactive = the rest. This is a random part of the collection; overall some 11% were active at least once.

For COc1ccc(-c2csc(Nc3ccc(F)c(F)c3)n2)cc1OC1CCCC1 the results were OVCAR-8 89, OVCAR-3 106, A498 93, IGROV1 100, ACHN 85, OVCAR-4 89, RXF 393 106, OVCAR-5 85 and SK-OV-3 104.
Cc1ccc(C(=O)Nc2ccc(S(=O)(=O)O)c3cc(S(=O)(=O)O)cc(S(=O)(=O)O)c23)cc1NC(=O)c1cccc(NC(=O)Nc2cccc(C(=O)Nc3cc(C(=O)Nc4ccc(S(=O)(=O)O)c5cc(S(=O)(=O)O)cc(S(=O)(=O)O)c45)ccc3C)c2)c1 was read as OVCAR-8 108, OVCAR-3 119, A498 102, IGROV1 105, ACHN 96, OVCAR-4 104, OVCAR-5 102 and SK-OV-3 108.
`CCCC(C)C(=NC)Nc1ccc(Cl)c(Cl)c1` (centres undefined) gave OVCAR-8 101, OVCAR-3 106, A498 84, IGROV1 93, ACHN 106, OVCAR-4 103, RXF 393 110, OVCAR-5 100 and SK-OV-3 103.
O=C1NC(=O)C(CSc2ccccc2)(c2ccccc2)N1 (centres undefined) was read as OVCAR-8 99, OVCAR-3 124, A498 122, IGROV1 80, ACHN 101, OVCAR-4 111, RXF 393 103, OVCAR-5 107 and SK-OV-3 101.
For COc1ccc2ccccc2c1/C=N/N1CCCCC1 the results were OVCAR-8 95, OVCAR-3 103, A498 89, IGROV1 116, ACHN 99, OVCAR-4 99, RXF 393 100, OVCAR-5 99 and SK-OV-3 111.
`NC(N)=NNC(=O)Cc1ccc(Cl)cc1` gave OVCAR-8 95, OVCAR-3 123, IGROV1 113, ACHN 107, OVCAR-4 95, RXF 393 116, OVCAR-5 104 and SK-OV-3 115.
CCCC(=O)c1cc(O)c(O)cc1O was read as OVCAR-8 95, OVCAR-3 120, IGROV1 108, ACHN 109, OVCAR-4 95, RXF 393 108, OVCAR-5 102 and SK-OV-3 116.
`COc1cc2c(cc1OC)C(O)=CC(=O)C2=O` gave OVCAR-8 99, OVCAR-3 117, A498 106, IGROV1 131, ACHN 100, OVCAR-4 104, RXF 393 98, OVCAR-5 115 and SK-OV-3 112.
For CCCCCSC1CCCC1 the results were OVCAR-8 103, OVCAR-3 111, A498 90, IGROV1 113, ACHN 105, OVCAR-4 107, RXF 393 97, OVCAR-5 106 and SK-OV-3 104.
`O=C(O)CN(CC(=O)O)Cc1ccccc1` gave OVCAR-8 99&108, OVCAR-3 70&109, A498 100&98, IGROV1 113&114, ACHN 102&107, OVCAR-4 101&99, RXF 393 106&105, OVCAR-5 99&96 and SK-OV-3 94.
For Cn1c(C2=C(c3c(O)c4ccccc4c(=O)n3C)C(=O)c3ccccc3C2=O)c(O)c2ccccc2c1=O the results were OVCAR-8 101, OVCAR-3 101, IGROV1 88, ACHN 97, OVCAR-4 119, RXF 393 109, OVCAR-5 96 and SK-OV-3 102.
For CCCCNC(C(=O)c1ccc(Cl)cc1)c1ccc(Cl)cc1 (centres undefined) the results were OVCAR-8 95, OVCAR-3 96, A498 54, IGROV1 93, ACHN 104, OVCAR-4 90, RXF 393 95, OVCAR-5 100 and SK-OV-3 101.
COc1cc(/C=N/NC(=O)c2cnn(CC(O)c3ccccc3)c2N)ccc1OC1CCCC1 (centres undefined) was read as OVCAR-8 95, OVCAR-3 101, IGROV1 98, ACHN 86, OVCAR-4 92, RXF 393 84 and OVCAR-5 93.
CCCCN(CCCC)c1cc(C(=O)CCCCCN)c2ccccc2n1 was read as OVCAR-8 9.4*, OVCAR-3 -97*, A498 73, IGROV1 -74*, ACHN 86, OVCAR-4 100, RXF 393 83, OVCAR-5 105 and SK-OV-3 101.
For O=C(/C=C/C12c3ccccc3C(c3ccccc31)C1C(=O)NC(=O)C12)c1ccc(Cl)cc1 (centres undefined) the results were OVCAR-8 16, OVCAR-3 -58*, IGROV1 -39*, ACHN -45*, OVCAR-4 30, RXF 393 -76* and OVCAR-5 -2.5*.
Screening O=c1oc2ccc(Cl)cc2c(=O)n1-c1ccc(F)cc1F returned OVCAR-8 11, OVCAR-3 6.2*, A498 -35*, IGROV1 16, ACHN 4.2*, OVCAR-4 19, RXF 393 2.3*, OVCAR-5 17 and SK-OV-3 -7.8*.
For NCCc1c[nH]c(=S)[nH]1 the results were OVCAR-8 96, OVCAR-3 110, IGROV1 97, ACHN 107, OVCAR-4 101, RXF 393 115, OVCAR-5 97 and SK-OV-3 100.
Screening Oc1ccc(C2c3ccccc3Oc3ccccc32)c2cccnc12 returned OVCAR-8 7.2*, OVCAR-3 56, A498 36, IGROV1 20, ACHN 7.8*, OVCAR-4 31, RXF 393 5.9*, OVCAR-5 45 and SK-OV-3 31.
`CCCCCCCCCCCCCCCC(=O)Cl` gave OVCAR-8 106, OVCAR-3 104, A498 102, IGROV1 107, ACHN 114, OVCAR-4 111, RXF 393 112, OVCAR-5 113 and SK-OV-3 111.
Screening COc1cnc2c(c1)C(=O)c1c-2n(CCCN2CCNCC2)c(=O)c2cc(Cl)ccc12 returned OVCAR-8 -59*, OVCAR-3 -90*, A498 14, IGROV1 51, ACHN -100*, OVCAR-4 53, RXF 393 -1.7*, OVCAR-5 -96* and SK-OV-3 14.

Fetched by structure from above:
`CCCCCCCCCCCCCCCC(=O)Cl` gave OVCAR-8 106, OVCAR-3 104, A498 102, IGROV1 107, ACHN 114, OVCAR-4 111, RXF 393 112, OVCAR-5 113 and SK-OV-3 111.
O=C1NC(=O)C(CSc2ccccc2)(c2ccccc2)N1 (centres undefined) was read as OVCAR-8 99, OVCAR-3 124, A498 122, IGROV1 80, ACHN 101, OVCAR-4 111, RXF 393 103, OVCAR-5 107 and SK-OV-3 101.

Continuation:
`CC(=O)OC[C@]12CC[C@@H]([C@@H](C)c3nnc(-c4ccncc4)o3)[C@@H]1[C@H]1CC[C@@H]3[C@@]4(C)CC[C@H](OC(C)=O)C(C)(C)[C@@H]4CC[C@@]3(C)[C@]1(C)CC2` gave OVCAR-8 90, OVCAR-3 81, A498 97, IGROV1 100, ACHN 81, OVCAR-4 72, RXF 393 104, OVCAR-5 109 and SK-OV-3 91.
For COc1cc2[nH]c(C(=O)c3cc(OC)c(OC)c(OC)c3)c(N)c2cc1C#CC1CC1 the results were OVCAR-8 56, OVCAR-3 2.8*, A498 -13*, IGROV1 42, ACHN 25, RXF 393 20, OVCAR-5 38 and SK-OV-3 32.
Screening CC(=O)Nc1ccccc1-c1nc2ccccc2s1 returned OVCAR-8 103, OVCAR-3 112, A498 84, IGROV1 101, ACHN 102, OVCAR-4 97, RXF 393 103, OVCAR-5 102 and SK-OV-3 108.
CCN(CC)CCC(O)c1cnc(-c2ccccc2)nc1C (centres undefined) was read as OVCAR-8 93, A498 102, IGROV1 95, ACHN 100, OVCAR-4 114, OVCAR-5 98 and SK-OV-3 110.
Screening O=C(Nc1ccc2c(ccn2Cc2ccccn2)c1)c1ccnnc1 returned OVCAR-8 104, OVCAR-3 106, A498 57, IGROV1 80, ACHN 97, OVCAR-4 68, RXF 393 59, OVCAR-5 95 and SK-OV-3 105.
For CCCc1c(NCCO[C@H]2Cc3cc4ccc(=O)oc4cc3OC2(C)C)c(C(N)=O)nn1C the results were OVCAR-8 107, OVCAR-3 105, A498 80, IGROV1 113, ACHN 101, OVCAR-4 111, RXF 393 102, OVCAR-5 104 and SK-OV-3 97.
Screening CCCCCCCCc1ccc(C(=O)Nc2cccc(P(=O)(O)O)c2)cc1 returned OVCAR-8 100, OVCAR-3 106, A498 105, IGROV1 108, ACHN 110, OVCAR-4 111, RXF 393 129, OVCAR-5 116 and SK-OV-3 112.
CCOC(=O)c1cc2c(n1C)-c1oncc1CCC2 was read as OVCAR-8 97, OVCAR-3 121, A498 88, IGROV1 87, ACHN 91, OVCAR-4 82, RXF 393 101, OVCAR-5 91 and SK-OV-3 113.
For COc1cc(C(=O)n2cc(-c3ccccc3)c(N)n2)cc(OC)c1OC the results were OVCAR-8 89, OVCAR-3 90, A498 89, IGROV1 109, ACHN 92, OVCAR-4 89, RXF 393 92, OVCAR-5 94 and SK-OV-3 96.
CCOC(=O)CC1C(COC(=O)NC)OC(n2cnc3c(NC(=O)Nc4ccccc4)ncnc32)C1O[Si](C)(C)C(C)(C)C (centres undefined) was read as OVCAR-8 74, OVCAR-3 51, A498 77, IGROV1 49, ACHN 26, OVCAR-4 42, RXF 393 35, OVCAR-5 94 and SK-OV-3 95.
For COc1ccc(CC2=C(Nc3ccc4c(c3)OCO4)COC2=O)cc1 the results were OVCAR-8 97, OVCAR-3 112, A498 108, IGROV1 105, ACHN 107, OVCAR-4 89, RXF 393 119, OVCAR-5 101 and SK-OV-3 105.
CCOC(=O)c1[nH]n(-c2ccccc2)c(=O)c1/C=N/C(N)=S was read as OVCAR-8 100, OVCAR-3 105, A498 107, IGROV1 107, ACHN 97, OVCAR-4 100, RXF 393 98, OVCAR-5 100 and SK-OV-3 103.
COc1ccc(C2=C(Nc3ccc(C(=O)Nc4ccccc4)cc3)C(=O)N(C)C2=O)cc1 was read as OVCAR-8 92, OVCAR-3 109, A498 116, IGROV1 98, ACHN 90, OVCAR-4 97, RXF 393 105, OVCAR-5 100 and SK-OV-3 75.
Screening NC(=O)c1ccc(S(N)(=O)=O)cc1 returned OVCAR-8 96, OVCAR-3 110, A498 104, IGROV1 99, ACHN 107, OVCAR-4 101, RXF 393 109, OVCAR-5 95 and SK-OV-3 72.
`CC(=O)NC1=NC(=O)/C(=C/c2ccc3c(c2)OCO3)N1C` gave OVCAR-8 100, OVCAR-3 107, A498 83, IGROV1 103, ACHN 88, OVCAR-4 101, RXF 393 104, OVCAR-5 99 and SK-OV-3 107.
`Cn1c(=O)c2c(nc(N/N=C/c3ccc(Br)cc3)n2C)n(C)c1=O` gave OVCAR-8 104, OVCAR-3 121, A498 108, IGROV1 102, ACHN 102, OVCAR-4 117, RXF 393 122, OVCAR-5 110 and SK-OV-3 112.
Screening FC(F)(F)c1cn(CC2CCNCC2)c2ncnc(Br)c12 returned OVCAR-8 100, OVCAR-3 107, A498 106, IGROV1 112, ACHN 108, OVCAR-4 107, RXF 393 114, OVCAR-5 113 and SK-OV-3 106.
Screening CS(=O)(=O)Nc1cc(-c2ccc3ncnc(Nc4cccc(Cl)c4F)c3c2)cnc1Cl returned OVCAR-8 61, OVCAR-3 25, A498 -32*, IGROV1 -8.7*, ACHN 66, OVCAR-4 77, RXF 393 -24*, OVCAR-5 38 and SK-OV-3 30.
O=C1CSCC(=O)O1 was read as OVCAR-8 107, OVCAR-3 129, A498 107, IGROV1 112, ACHN 99, OVCAR-4 100, RXF 393 102, OVCAR-5 105 and SK-OV-3 114.
For CCOC(=O)/C(C#N)=C/c1ccc([N+](=O)[O-])cc1 the results were OVCAR-8 101, OVCAR-3 109, A498 93, IGROV1 108, ACHN 106, OVCAR-4 99, OVCAR-5 97 and SK-OV-3 118.
CC1(C)CC[C@]23CC[C@]4(C)[C@H](CC[C@@H]5[C@@]6(C)CC[C@H](OC7CC(O)C(O)C(O)O7)C(C)(C)[C@@H]6CC[C@]54C)[C@H]2[C@H]1OC3 (some centres undefined) was read as OVCAR-8 103, OVCAR-3 106, A498 99, IGROV1 111, ACHN 104, OVCAR-4 98, RXF 393 111, OVCAR-5 109 and SK-OV-3 112.

Nine entries from above, ordered by molar mass, low to high.
Screening CC(=O)Nc1ccccc1-c1nc2ccccc2s1 returned OVCAR-8 103, OVCAR-3 112, A498 84, IGROV1 101, ACHN 102, OVCAR-4 97, RXF 393 103, OVCAR-5 102 and SK-OV-3 108.
`CC(=O)NC1=NC(=O)/C(=C/c2ccc3c(c2)OCO3)N1C` gave OVCAR-8 100, OVCAR-3 107, A498 83, IGROV1 103, ACHN 88, OVCAR-4 101, RXF 393 104, OVCAR-5 99 and SK-OV-3 107.
CCN(CC)CCC(O)c1cnc(-c2ccccc2)nc1C (centres undefined) was read as OVCAR-8 93, A498 102, IGROV1 95, ACHN 100, OVCAR-4 114, OVCAR-5 98 and SK-OV-3 110.
CCOC(=O)c1[nH]n(-c2ccccc2)c(=O)c1/C=N/C(N)=S was read as OVCAR-8 100, OVCAR-3 105, A498 107, IGROV1 107, ACHN 97, OVCAR-4 100, RXF 393 98, OVCAR-5 100 and SK-OV-3 103.
Screening FC(F)(F)c1cn(CC2CCNCC2)c2ncnc(Br)c12 returned OVCAR-8 100, OVCAR-3 107, A498 106, IGROV1 112, ACHN 108, OVCAR-4 107, RXF 393 114, OVCAR-5 113 and SK-OV-3 106.
Screening CCCCCCCCc1ccc(C(=O)Nc2cccc(P(=O)(O)O)c2)cc1 returned OVCAR-8 100, OVCAR-3 106, A498 105, IGROV1 108, ACHN 110, OVCAR-4 111, RXF 393 129, OVCAR-5 116 and SK-OV-3 112.
`Cn1c(=O)c2c(nc(N/N=C/c3ccc(Br)cc3)n2C)n(C)c1=O` gave OVCAR-8 104, OVCAR-3 121, A498 108, IGROV1 102, ACHN 102, OVCAR-4 117, RXF 393 122, OVCAR-5 110 and SK-OV-3 112.
COc1ccc(C2=C(Nc3ccc(C(=O)Nc4ccccc4)cc3)C(=O)N(C)C2=O)cc1 was read as OVCAR-8 92, OVCAR-3 109, A498 116, IGROV1 98, ACHN 90, OVCAR-4 97, RXF 393 105, OVCAR-5 100 and SK-OV-3 75.
CCOC(=O)CC1C(COC(=O)NC)OC(n2cnc3c(NC(=O)Nc4ccccc4)ncnc32)C1O[Si](C)(C)C(C)(C)C (centres undefined) was read as OVCAR-8 74, OVCAR-3 51, A498 77, IGROV1 49, ACHN 26, OVCAR-4 42, RXF 393 35, OVCAR-5 94 and SK-OV-3 95.

Compound activity (PubChem BioAssay)
